Screens: PubChem BioAssay, several laboratories
HTR2A ag: mouse HTR2A agonism via beta-arrestin recruitment. AID 624169. activation, % at 7.6 µM. hit rate 0.66% among 360,000. CHO-K1 mHTR2A beta-arrestin complementation, luminescence; percent of 30 µM serotonin response;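 active = activation above a run cutoff, the mean activation of all tested compounds plus 3 SD, cut at about 14% in these data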;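 note: 0% = plate median of compound wells and 100% = 30 µM serotonin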
CaV13 FRET inh: Disruptors of the CACNA1D IQ motif to Ca2+-dependent inactivation inhibitor domain association, primary screening, Förster resonance energy transfer in intact living … | inhibition, % at 12.3 µM | HEK cells, CFP/YFP FRET ICDI-IQ, plate reader, 10 min; percent FRET-ratio fall versus neutral wells | hit rate 0.098% among 340,000 | AID 743397;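 active = mean replicate inhibition of at least 30% and at least 1% of replicates passing that level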;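 note: 0% = median of the neutral control wells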
PDI inh: PDI (human) enzyme inhibition | P07237 | PDI insulin aggregation turbidity, A650, 90 min | inhibition, % at 10 µM | hit rate 0.052% among 350,000 | AID 588391;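 active = mean inhibition across replicates of 30% or more, whatever share of single replicates reach that level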;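 note: absorbance from insulin aggregation driven by PDI reduction with DTT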
Exocytosis inh: lytic granule exocytosis inhibition; TALL-104 LAMP-1 surface exposure, flow cytometry; cells stimulated with thapsigargin and PMA; inhibition, % at 10 µM; AID 651702; hit rate 0.66% among 360,000;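 active = inhibition above about 55%, limit read from the data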
ABHD5 PLIN5 PPI: blocks binding of human ABHD5 to perilipin-5 | Split G. princeps luciferase complementation, luminescence, 4 h | hit rate 0.78% among 360,000 | inhibition, % at 4 µM | Q00G26+Q8WTS1;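 active = inhibition above the mean inhibition across every tested compound plus 3 SD, cut at about 22% in these data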;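 note: 0% = DMSO only wells and the 100% control is not disclosed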
Glyco luc inh: N-linked glycosylation inhibition. D54 ERlucT glycosylation luciferase reporter, 24 h; percent of 100 nM tunicamycin response. reporter increase, % at 12.5 µM. hit rate 0.23% among 360,000. AID 588692;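 active = mean luciferase reporter signal, scaled so untreated is 0 and the glycosylation-blocking control 100, at or above a set limit in every replicate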;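 note: luciferase carries N-glycosylation sites so blocking glycosylation raises the light; 0% = median of neutral control wells and 100% = median of 100 nM tunicamycin wells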
MC4R ag barr: activates human MC4R beta-arrestin recruitment | P32245 | U2OS MC4R beta-arrestin complementation, luminescence; percent of melanotan II response, DMSO zero | activation, % at 8.9 µM | hit rate 0.98% among 360,000 | AID 540308;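 active = activation above a per-plate cutoff, the mean activation of sample wells on that plate plus 3 SD, cut at about 8% in these data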
Cardio protect: modulators protecting cardiomyocytes from myocardial damage | protection from H2O2 cell death, % at 20 µM | hit rate 0.63% among 360,000 | H9c2 cardiomyocytes, H2O2 injury protection, ATPLite, 2 h;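 active = compounds giving at least 50% protection of heart cells from peroxide-induced death in the single-dose screen, raw or plate-pattern-corrected value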;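 note: 0% = DMSO wells with peroxide and 100% = DMSO wells without peroxide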
MC4R antagonist: blocks human MC4R cAMP signaling; hit rate 0.48% among 360,000; AID 540295; inhibition, % at 6.5 µM; MC4R-expressing cells, MTII-stimulated cAMP, LANCE TR-FRET;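 active = inhibition above its plate's cutoff, the mean of tested wells on that plate plus 3 SD, cut at about 29% in these data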;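 note: 0% = Melanotan II alone and 100% = Melanotan II plus saturating MCL0020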
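Material: human MC4R-expressing U2OS cells. Probe or stimulus: Melanotan II challenge. Dosing: 6.5 µM single dose. Times: 30-min compound, 1-h challenge, 1-h detection, room temperature. Technique: TR-FRET with Eu-cAMP and labeled anti-cAMP, 671 nm. Replication: singlicate.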
ABCB6 inh 2: inhibitors of human ABC transporter ABCB6; Q9NP58; K562-ABCB6 porphyrin accumulation, flow cytometry, 1 h; stronger effect = lower value; fluorescence ratio to DMSO, % at 10 µM; hit rate 0.19% among 360,000;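 active = fluorescence ratio to DMSO below 75%, the collection mean minus 3 SD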;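 note: signal is porphyrin accumulated inside mitochondria; 100% equals median channel fluorescence of DMSO control wells; lower ratio means ABCB6 inhibition with less porphyrin fluorescence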
Target sequence (Q9NP58 whole entry, looked up): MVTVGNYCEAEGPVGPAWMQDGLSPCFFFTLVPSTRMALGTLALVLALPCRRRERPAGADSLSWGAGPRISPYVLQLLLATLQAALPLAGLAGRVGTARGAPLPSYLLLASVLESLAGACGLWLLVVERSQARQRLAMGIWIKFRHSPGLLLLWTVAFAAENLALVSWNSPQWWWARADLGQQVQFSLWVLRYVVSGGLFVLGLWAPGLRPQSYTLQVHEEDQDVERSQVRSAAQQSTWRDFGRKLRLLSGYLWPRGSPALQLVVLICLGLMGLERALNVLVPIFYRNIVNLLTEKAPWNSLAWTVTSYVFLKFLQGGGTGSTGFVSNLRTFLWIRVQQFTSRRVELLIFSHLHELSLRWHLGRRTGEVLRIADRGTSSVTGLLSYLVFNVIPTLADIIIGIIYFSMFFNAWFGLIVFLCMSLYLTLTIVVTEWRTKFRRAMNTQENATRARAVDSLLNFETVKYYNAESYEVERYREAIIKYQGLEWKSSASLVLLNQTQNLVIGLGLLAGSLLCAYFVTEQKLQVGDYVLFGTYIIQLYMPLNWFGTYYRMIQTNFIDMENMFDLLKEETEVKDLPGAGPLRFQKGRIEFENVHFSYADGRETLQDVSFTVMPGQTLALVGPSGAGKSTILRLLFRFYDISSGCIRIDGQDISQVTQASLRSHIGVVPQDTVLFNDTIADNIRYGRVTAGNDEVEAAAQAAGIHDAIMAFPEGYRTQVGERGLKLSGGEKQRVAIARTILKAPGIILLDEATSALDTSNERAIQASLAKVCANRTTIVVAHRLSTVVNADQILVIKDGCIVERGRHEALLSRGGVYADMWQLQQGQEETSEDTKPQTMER
An asterisk follows results filed as active; . = no result given.

#1 O=C(Nc1ccc2c(c1)OCO2)c1ccc(Br)c(S(=O)(=O)N2CCCC2)c1
#2 COc1ccc(S(=O)(=O)N2CCOC23CCN(C(=O)c2ccccc2Br)CC3)cc1
#3 O=C(Cc1cccs1)Nc1ccccc1
#4 O=C(COC(=O)c1cccc(S(=O)(=O)NCc2ccccc2)c1)c1ccc2c(c1)OCCO2
#5 CCn1ccc(C(=O)N2CCN(c3ncccn3)CC2)n1
#6 c1cc2c3c(cccc3c1)NC1(CCCCC1)N2
#7 CC(C)(C)OC(=O)N1CCC(c2c(C(=O)N3CCN(C(=O)c4ccco4)CC3)cnn2-c2ccc(F)cc2)CC1
#8 COc1ccc(-c2cc(-c3ccccc3)c(C#N)c(S(C)=O)n2)cc1 (centres undefined)

Compound,1,2,3,4,5,6,7,8
HTR2A ag,-5,-4,3,3,-4,-4,5,-5
CaV13 FRET inh,.,-3,-1,-3,-6,-7,-3,-3
PDI inh,6,6,-1,-15,-1,4,9,-1
Exocytosis inh,-1,1,1,15,0,5,4,64*
ABHD5 PLIN5 PPI,3,0,2,2,-2,-1,-4,0
Glyco luc inh,-3,0,1,-1,1,2,-2,23
MC4R ag barr,-0.3,-2.7,-1.8,0.2,-0.8,-0.5,-0.7,-1.9
Cardio protect,-9,-1,2,-22,-1,-11,3,6
MC4R antagonist,8,2,5,19,3,-2,1,7
ABCB6 inh 2,99,100,96,104,95,104,93,95

#9 CNc1ncnc2c1ncn2[C@H]1CN(CCOC)C[C@@H](CO)O1
#10 O=C(N/N=C/c1ccccn1)c1ccc2nc[nH]c2c1
#11 Cc1occc1C(=O)NNC(=O)c1ccc(S(=O)(=O)N(C)C)cc1
#12 COC(=O)c1cc(Sc2cccc(Cl)c2Cl)ccn1
#13 Cc1occc1C(=O)NCc1ccc(C(=O)O)o1
#14 COc1ccc(CCN(Cc2cc3cccc(C)c3[nH]c2=O)C(=O)NC2CCCCC2)cc1OC
#15 C=CCN(C)CC/C=C1\c2ccccc2CSc2ccccc21
#16 Cc1cc2nc3c(=O)[nH]c(=S)[nH]c3nc2cc1NC(=O)C(F)(F)F

Compound,9,10,11,12,13,14,15,16
HTR2A ag,-7,-2,0,-2,0,3,-5,2
CaV13 FRET inh,12,-21,-3,-5,-4,-4,-4,-26
PDI inh,-6,-1,-4,-4,3,3,2,-7
Exocytosis inh,7,-6,0,-1,2,-3,5,-7
ABHD5 PLIN5 PPI,-1,7,10,2,3,0,12,-14
Glyco luc inh,1,-2,0,-2,1,-3,-5,1
MC4R ag barr,-1.6,-0.1,-1.1,-0.7,-2.9,-1.7,-0.5,-0.6
Cardio protect,1,1,0,-6,-2,27,5,3
MC4R antagonist,1,-3,0,-13,7,7,2,-29
ABCB6 inh 2,98,90,101,103,97,104,95,152

Quoted from above (12 entries):
#5 CCn1ccc(C(=O)N2CCN(c3ncccn3)CC2)n1
#6 c1cc2c3c(cccc3c1)NC1(CCCCC1)N2
#7 CC(C)(C)OC(=O)N1CCC(c2c(C(=O)N3CCN(C(=O)c4ccco4)CC3)cnn2-c2ccc(F)cc2)CC1
#8 COc1ccc(-c2cc(-c3ccccc3)c(C#N)c(S(C)=O)n2)cc1 (centres undefined)
#9 CNc1ncnc2c1ncn2[C@H]1CN(CCOC)C[C@@H](CO)O1
#10 O=C(N/N=C/c1ccccn1)c1ccc2nc[nH]c2c1
#11 Cc1occc1C(=O)NNC(=O)c1ccc(S(=O)(=O)N(C)C)cc1
#12 COC(=O)c1cc(Sc2cccc(Cl)c2Cl)ccn1
#13 Cc1occc1C(=O)NCc1ccc(C(=O)O)o1
#14 COc1ccc(CCN(Cc2cc3cccc(C)c3[nH]c2=O)C(=O)NC2CCCCC2)cc1OC

Compound,5,6,7,8,9,10,11,12,13,14
HTR2A ag,-4,-4,5,-5,-7,-2,0,-2,0,3
CaV13 FRET inh,-6,-7,-3,-3,12,-21,-3,-5,-4,-4
PDI inh,-1,4,9,-1,-6,-1,-4,-4,3,3
Exocytosis inh,0,5,4,64*,7,-6,0,-1,2,-3
ABHD5 PLIN5 PPI,-2,-1,-4,0,-1,7,10,2,3,0
Glyco luc inh,1,2,-2,23,1,-2,0,-2,1,-3
MC4R ag barr,-0.8,-0.5,-0.7,-1.9,-1.6,-0.1,-1.1,-0.7,-2.9,-1.7
Cardio protect,-1,-11,3,6,1,1,0,-6,-2,27
MC4R antagonist,3,-2,1,7,1,-3,0,-13,7,7
ABCB6 inh 2,95,104,93,95,98,90,101,103,97,104

#15 C=CCN(C)CC/C=C1\c2ccccc2CSc2ccccc21
#16 Cc1cc2nc3c(=O)[nH]c(=S)[nH]c3nc2cc1NC(=O)C(F)(F)F

Compound,15,16
HTR2A ag,-5,2
CaV13 FRET inh,-4,-26
PDI inh,2,-7
Exocytosis inh,5,-7
ABHD5 PLIN5 PPI,12,-14
Glyco luc inh,-5,1
MC4R ag barr,-0.5,-0.6
Cardio protect,5,3
MC4R antagonist,2,-29
ABCB6 inh 2,95,152

Next section:
#17 O=C(Nc1ccccc1Cl)c1ccccc1Cl
#18 CC1CCc2ccccc2N1C(=O)c1cccs1 (centres undefined)
#19 Cc1ccc(NC(=O)CN(C)C(=O)c2cccnc2Nc2cccc(C(F)(F)F)c2)cc1
#20 O=C(NCCC1=CCCCC1)c1ccc(Br)o1
#21 NC(Cc1ccc(OC(F)F)cc1)C(=O)O (centres undefined)
#22 O=C(NC1CCCc2ccccc21)c1ccccc1OC(F)F (centres undefined)
#23 CCOc1ccc2nc(NS(=O)(=O)c3cccs3)sc2c1

Compound,17,18,19,20,21,22,23
HTR2A ag,0,-4,-11,-5,-2,2,6
CaV13 FRET inh,-8,-4,-4,-8,-7,-7,-4
PDI inh,1,-4,11,3,-3,2,-13
Exocytosis inh,-3,0,0,-3,-1,-9,-1
ABHD5 PLIN5 PPI,4,-10,-9,-5,-5,5,-9
Glyco luc inh,-1,-1,5,-1,0,-2,-1
MC4R ag barr,-2.5,-0.9,-3.0,0.7,-1.3,-0.1,-1.3
Cardio protect,-4,4,-8,-6,0,3,5
MC4R antagonist,-8,0,17,-1,1,10,4
ABCB6 inh 2,99,96,99,93,96,96,99
